Cardio protect = myocardial damage modulation in H9c2 cells. H9c2 cardiomyocytes, H2O2 injury protection, ATPLite, 2 h. protection from H2O2 cell death, % at 20 µM. actives 0.63% (n = 360,000). AID 588492;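 active = compounds giving at least 50% protection of heart cells from peroxide-induced death in the single-dose screen, raw or plate-pattern-corrected value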;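 also: 0% = DMSO wells with peroxide and 100% = DMSO wells without peroxide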
Glyco luc inh = blocks N-linked glycosylation in D54 reporter cells | AID 588692 | D54 ERlucT glycosylation luciferase reporter, 24 h; percent of 100 nM tunicamycin response | actives 0.23% (n = 360,000) | reporter increase, % at 12.5 µM;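 active = mean luciferase reporter signal, scaled so untreated is 0 and the glycosylation-blocking control 100, at or above a set limit in every replicate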;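 also: luciferase carries N-glycosylation sites so blocking glycosylation raises the light; 0% = median of neutral control wells and 100% = median of 100 nM tunicamycin wells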
NCOA2 inhibitor = inhibits human steroid receptor coactivator 2. Q15596. HEK293 GAL4-SRC2 luciferase reporter, luminescence. inhibition, % at 9 µM. actives 0.17% (n = 370,000);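 active = inhibition above the mean inhibition of all tested compounds plus 3 SD, set per campaign, cut at about 52% in these data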;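 also: 0% = DMSO treated cells and 100% = cells given Gossypol at 36 µM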
ABHD5 PLIN5 PPI = ABHD5-PLIN5 protein interaction inhibition. Q00G26+Q8WTS1. inhibition, % at 4 µM. Split G. princeps luciferase complementation, luminescence, 4 h. actives 0.78% (n = 360,000). AID 602281;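 active = inhibition above the mean inhibition across every tested compound plus 3 SD, cut at about 22% in these data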;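 also: 0% = DMSO only wells and the 100% control is not disclosed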
Target sequence (Q00G26 whole entry, looked up): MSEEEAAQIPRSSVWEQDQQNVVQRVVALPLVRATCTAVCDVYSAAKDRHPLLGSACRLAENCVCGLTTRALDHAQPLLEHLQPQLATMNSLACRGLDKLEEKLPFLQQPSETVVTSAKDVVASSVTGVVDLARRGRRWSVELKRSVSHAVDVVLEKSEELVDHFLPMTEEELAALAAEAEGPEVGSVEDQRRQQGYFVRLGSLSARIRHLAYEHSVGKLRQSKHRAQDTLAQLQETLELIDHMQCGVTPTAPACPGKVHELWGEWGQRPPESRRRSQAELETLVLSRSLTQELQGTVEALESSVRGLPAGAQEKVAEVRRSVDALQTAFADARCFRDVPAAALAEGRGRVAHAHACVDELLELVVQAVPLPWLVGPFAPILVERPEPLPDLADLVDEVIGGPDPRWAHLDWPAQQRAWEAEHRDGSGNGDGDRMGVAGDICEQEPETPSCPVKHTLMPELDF
Target sequence (Q8WTS1 whole entry, looked up): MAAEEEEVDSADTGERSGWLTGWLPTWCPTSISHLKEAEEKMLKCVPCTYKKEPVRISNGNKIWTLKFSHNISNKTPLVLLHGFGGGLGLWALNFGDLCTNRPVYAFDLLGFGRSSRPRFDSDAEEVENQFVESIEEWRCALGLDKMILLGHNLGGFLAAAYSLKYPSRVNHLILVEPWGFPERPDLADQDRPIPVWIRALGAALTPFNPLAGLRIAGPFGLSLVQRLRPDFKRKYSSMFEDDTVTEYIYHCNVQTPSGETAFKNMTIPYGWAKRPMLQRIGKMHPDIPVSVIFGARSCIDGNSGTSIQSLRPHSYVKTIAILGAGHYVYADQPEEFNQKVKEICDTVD
MC4R antag cAMP = blocks human MC4R cAMP signaling; actives 0.48% (n = 360,000); P32245; AID 540295; MC4R-expressing cells, MTII-stimulated cAMP, LANCE TR-FRET; inhibition, % at 6.5 µM;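 active = inhibition above its plate's cutoff, the mean of tested wells on that plate plus 3 SD, cut at about 29% in these data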;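 also: 0% = Melanotan II alone and 100% = Melanotan II plus saturating MCL0020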
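system = U2OS cells with stable human MC4R expression | also added = Melanotan II challenge after compound preincubation | dosing = one concentration, 6.5 µM nominal | incubation = compound 30 min, challenge 1 h, detection 1 h | measured by = TR-FRET with Eu-cAMP and labeled anti-cAMP, 671 nm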
MC4R barr agon = agonists of human melanocortin 4 receptor (MC4R) beta-arrestin; activation, % at 8.9 µM; U2OS MC4R beta-arrestin complementation, luminescence; percent of melanotan II response, DMSO zero; P32245; AID 540308; actives 0.98% (n = 360,000);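 active = activation above a per-plate cutoff, the mean activation of sample wells on that plate plus 3 SD, cut at about 8% in these data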
ABCB6 inh MLPCN = blocks the human ABCB6 transporter; fluorescence ratio to DMSO, % at 10 µM; Q9NP58; K562-ABCB6 porphyrin accumulation, flow cytometry, 1 h; active compounds read low; actives 0.19% (n = 360,000); AID 602162;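 active = fluorescence ratio to DMSO below 75%, the collection mean minus 3 SD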;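 also: signal is porphyrin accumulated inside mitochondria; 100% equals median channel fluorescence of DMSO control wells; lower ratio means ABCB6 inhibition with less porphyrin fluorescence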
m5-HT2A agonist = activates the mouse 5-HT2A serotonin receptor | P35363 | activation, % at 7.6 µM | CHO-K1 mHTR2A beta-arrestin complementation, luminescence; percent of 30 µM serotonin response | AID 624169 | actives 0.66% (n = 360,000);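 active = activation above a run cutoff, the mean activation of all tested compounds plus 3 SD, cut at about 14% in these data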;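 also: 0% = plate median of compound wells and 100% = 30 µM serotonin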
NOD2 RIPK2 PPI = inhibitors of human NOD2-RIPK2 interaction; CHO BLA complementation NOD2-RIPK2, CCF4 ratio; inhibition, % at 4.98 µM; actives 0.38% (n = 360,000); AID 624267; in the data active = inhibition above about 21%;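 also: 0% = vehicle only and 100% = reference blocker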
TLR9-MyD88 block = inhibitors of human TLR9-MyD88 binding; Q9NR96+Q99836; CHO BLA complementation TLR9-MyD88, CCF4 FRET ratio; inhibition, % at 4.98 µM; actives 0.21% (n = 340,000);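 active = inhibition above the mean over all tested compounds plus 3 SD, cut at about 21% in these data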;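 also: 0% = DMSO only wells and 100% = clavulanate BLA inhibitor control wells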
Starred values were filed as active, the others as inactive; x = not tested or not shown.

Molecule,MC4R antag cAMP,ABHD5 PLIN5 PPI,TLR9-MyD88 block,NOD2 RIPK2 PPI,ABCB6 inh MLPCN,MC4R barr agon,m5-HT2A agonist,Cardio protect,Glyco luc inh,NCOA2 inhibitor
Cc1ccc2c(CC(=O)N3CCc4ccccc43)coc2c1,8,-10,-2,1,94,-0.1,-4,-15,-6,-41
COc1ccccc1N(CC(=O)NCC1CCCO1)C(=O)CCC(=O)Nc1cc(C)on1 (stereo not given),7,7,7,-11,106,-0.3,-5,5,3,-7
COCCCNC(=S)NNC(=S)Nc1ccc(OC)cc1,-6,-10,x,-7,98,-1.6,0,6,0,-5
O=C(Nc1ccn(Cc2ccc(Cl)cc2)n1)c1ccc2c(c1)OCO2,2,2,8,1,102,-1.2,-1,-7,1,-8
O=C(Nc1ccccc1)C1=C[C@H](c2coc3ccccc3c2=O)C[C@H](OCc2ccc(CO)cc2)O1,6,5,8,-6,97,0.6,1,-2,4,-6
COc1ccc(C(C(=O)NC2CCCC2)N(Cc2cccnc2)C(=O)c2snc(C(N)=O)c2N)cc1 (stereo not given),0,5,0,4,94,-0.7,-5,18,3,-5
O=C(Oc1ccccc1)c1ccc(COC(=O)c2cnccn2)cc1,9,-2,-8,-4,98,-1.1,-8,-6,1,19
C(=N\Nc1nc2ccccc2[nH]1)/c1ccccn1,2,2,-7,0,100,-1.0,4,-28,-20,24
CCN(c1ccccc1)S(=O)(=O)c1ccc(NC(=O)C(C)(C)C)cc1,4,2,2,-2,76,-0.3,-7,-4,1,15
COc1ccccc1C1CCN(Cc2ccc(Cl)cc2Cl)CC1,7,-2,-9,3,97,-1.1,-7,-4,-4,4

Following part:
Molecule,MC4R antag cAMP,ABHD5 PLIN5 PPI,TLR9-MyD88 block,NOD2 RIPK2 PPI,ABCB6 inh MLPCN,MC4R barr agon,m5-HT2A agonist,Cardio protect,Glyco luc inh,NCOA2 inhibitor
CCOCCCNC(=O)c1ccc(N2CCOCC2)c(NS(=O)(=O)c2ccc(OC)cc2)c1,8,-4,0,-4,93,-2.5,-3,-3,0,-13
CCn1cc(C(=O)NCCc2ccc(Cl)cc2)c(=O)c2cc(S(=O)(=O)N(C)C)ccc21,6,-2,-3,-18,97,0.6,2,6,0,-33
COc1cccc(OCCNC(=O)CSc2ccc(C(F)(F)F)cc2[N+](=O)[O-])c1,0,1,5,-4,104,2.8,-3,2,2,-12
COc1ccc(C(=O)Nn2c(C3CCC3)nc3ccccc3c2=O)c(OC)c1,-4,-3,-1,-1,93,-2.6,1,5,1,10
COC(=O)CCCC(=O)Nc1ccc(Br)cc1,-5,6,2,-5,97,3.7,3,-2,2,-29
CCCCC(Sc1nc(N)c(NC(=O)c2ccc(OC)cc2)c(=O)[nH]1)C(=O)O (stereo not given),-2,1,-7,3,98,-3.5,-1,-1,1,-7
Cc1cc(N2C(=O)C3CC=CCC3C2=O)no1 (stereo not given),1,3,-17,-6,98,-0.7,-3,1,2,-34
CCOc1cc(/C=N/NS(=O)(=O)c2ccc(OC)cc2)ccc1OCCN1CCOCC1,-2,-5,-7,-9,104,5.0,4,-1,-1,-11
CC(=O)c1ccc(OCC(O)CN2C(C)(C)CC(O)CC2(C)C)cc1 (stereo not given),-4,3,1,-2,93,0.1,-2,6,1,-2
CCc1nc(C)cc2c1sc1ccccc12,9,2,x,1,104,1.2,1,-4,0,20

The results go on:
Molecule,MC4R antag cAMP,ABHD5 PLIN5 PPI,TLR9-MyD88 block,NOD2 RIPK2 PPI,ABCB6 inh MLPCN,MC4R barr agon,m5-HT2A agonist,Cardio protect,Glyco luc inh,NCOA2 inhibitor
O=C(CNC(=O)c1ccccc1Br)N/N=C/c1ccco1,-6,3,-1,-15,97,1.1,9,-2,1,-7
C#CCOCCOCCOCCNc1nc(N2CCN(C(=O)CCCCCCCCCCNC(=O)Cn3cc(CCCCCN)nn3)CC2)nc(N2CCN(C(=O)CCCCCCCCCCNC(=O)[C@H]([C@@H](C)CC)n3cc(CCCCCN)nn3)CC2)n1,11,34*,5,14,92,-0.1,1,3,-14,x
CC(=O)NNc1cccc(Cl)n1,2,-3,6,10,96,-0.6,-5,-2,-1,-37
COc1cccc(N2[C@@H](CC(C)=O)c3cc(C(F)(F)F)ccc3S2(=O)=O)c1,0,2,-12,3,98,-1.0,-2,-4,4,21
O=C(Cc1ccc(-c2ccccc2)cc1)NCc1cccnc1,1,2,6,2,108,-1.6,3,-4,20,-4
C(=C\c1ccccc1)/CN1CCN(c2ncnc3c2oc2ccccc23)CC1,7,16,-7,-15,100,1.0,-4,-16,-1,18
COc1ccc(O)c(C(=O)c2cnc3nc4ccccc4n3c2)c1,-8,5,-3,8,90,2.0,4,61*,9,-14
C[C@@H]1C[C@H]2[C@@H]3CCC4=CC(=O)C=C[C@]4(C)[C@@]3(F)[C@@H](O)C[C@]2(C)[C@@]1(O)C(=O)COP(=O)(O)O,9,5,-5,6,100,0.1,5,7,5,-45
O=C(Nc1cccc(C(F)(F)F)c1)c1ccco1,-2,-9,-1,0,100,-0.9,-2,2,0,-9
COc1c2c(nc3occc13)C(CCC(C)(C)O)(OC)C(O)CC2 (stereo not given),1,11,4,-4,90,4.2,6,22,0,-3

Additional compounds follow.
Molecule,MC4R antag cAMP,ABHD5 PLIN5 PPI,TLR9-MyD88 block,NOD2 RIPK2 PPI,ABCB6 inh MLPCN,MC4R barr agon,m5-HT2A agonist,Cardio protect,Glyco luc inh,NCOA2 inhibitor
CCn1cc(CN2CCCC(CO)(Cc3cccc(Cl)c3)C2)cn1 (stereo not given),9,-6,-5,1,105,-0.3,10,5,0,-5
COc1ccc(NS(=O)(=O)c2cccc(C(=O)NNC(=O)c3ccc(=O)[nH]c3)c2)cc1,2,-1,-2,-6,93,-0.4,5,-3,3,-7
CC1CCN(Cc2c(C(=O)N/N=C/c3cccc(Cl)c3)nnn2-c2nonc2N)CC1,-2,6,2,-11,95,2.6,9,9,6,-30
Cc1c(NS(=O)(=O)c2cccc(C(=O)NCc3ccncc3)c2)c(=O)n(-c2ccccc2)n1C,0,6,-4,-10,100,0.3,0,5,-1,-7
O=C(Nc1ccc2c(c1)OCO2)c1csc([C@@H]2C[C@H](O)[C@@H](CO)O2)n1,3,0,x,1,104,-2.5,2,3,0,-25
CCC(=O)N1Cc2cc(C(=O)N(C)C)nc(-c3cccc(-c4cncnc4)c3)c2[C@@H]1CCO,x,0,x,-9,103,x,0,x,x,-6
CC(C)(C)c1ccc(C(=O)Nc2ccccc2C(=O)NCCN2CCOCC2)cc1,9,10,-9,3,101,6.3,-8,-7,-2,-36
CNC(=O)C[C@H]1C(=O)N(CCc2ccccc2)C[C@@H]1c1ccc(OC)cc1,10,-4,-4,0,99,0.4,-4,5,0,16
Cc1ccc(-c2nn(-c3ccccc3)cc2CNCc2ccccc2)cc1,0,-6,x,14,102,9.5*,-3,-20,-5,-13
CCOC(=O)CP(=O)(c1ccccc1)c1ccccc1,3,12,5,6,114,0.7,9,-4,1,-15

Next compounds.
Molecule,MC4R antag cAMP,ABHD5 PLIN5 PPI,TLR9-MyD88 block,NOD2 RIPK2 PPI,ABCB6 inh MLPCN,MC4R barr agon,m5-HT2A agonist,Cardio protect,Glyco luc inh,NCOA2 inhibitor
O=C(CN1C(=O)NC2(CCc3ccccc32)C1=O)c1ccc2c(c1)OCCO2 (stereo not given),5,4,3,5,103,0.7,-1,6,0,-17
Cc1cc(=O)c2cc(C(=O)c3ccccc3)ccc2[nH]1,3,1,13,-9,96,-0.1,3,2,0,-35
Cc1nc(C)c(C(=O)Nc2nc3c(C)cccc3s2)o1,1,0,-5,-2,99,-2.2,3,22,2,-3
CC(C)c1ccc(C(CC(=O)O)N2Cc3ccccc3C2=O)cc1 (stereo not given),0,-9,2,-3,91,-0.7,-1,0,0,-7
Cc1c(C(=O)N2CCN(c3ncccn3)CC2)oc2ccc(F)cc12,6,2,7,-9,95,0.3,2,-2,-1,2
CC(C)Oc1cc(O)c2c(=O)c(-c3ccc(O)cc3)coc2c1,-5,-3,6,-10,100,5.3,7,-10,-8,-88
O=C(C[n+]1cc(Br)cc2ccccc21)c1ccc(Cl)cc1,-2,7,8,-3,144,-1.4,0,-10,-3,10
Cc1ccc(S(=O)(=O)Oc2ccccc2[N+](=O)[O-])cc1,2,-4,4,-9,105,-0.1,-7,-1,0,-8
COC(=O)CSc1ncccc1-c1nc2ccccc2[nH]1,3,5,-1,13,91,1.3,-4,2,3,-27
CN(C)C(=O)c1cc2cc(Br)ccc2s1,-9,1,2,-4,100,-2.2,-6,-2,-1,15

Next section:
Molecule,MC4R antag cAMP,ABHD5 PLIN5 PPI,TLR9-MyD88 block,NOD2 RIPK2 PPI,ABCB6 inh MLPCN,MC4R barr agon,m5-HT2A agonist,Cardio protect,Glyco luc inh,NCOA2 inhibitor
CCOC(=O)C1(C#N)Cc2ccccc2C1,9,0,-2,-12,95,-3.2,-4,2,0,-2
CN(Cc1c(F)cccc1Cl)C(=O)CNC(=O)c1cccs1,-3,3,-14,-5,92,-0.8,2,-3,-1,-29
CC(OC(=O)Cc1n[nH]c(=O)c2ccccc12)C(=O)Nc1ccc(F)cc1 (stereo not given),5,0,12,4,96,-2.4,-5,59*,-2,12
COc1cc(CNc2ccc(S(N)(=O)=O)cc2)ccc1OCc1ccccc1F,-4,9,1,-7,98,-0.7,0,-14,-3,-37
CCc1ccc(N(C(=O)c2ccco2)C(C(=O)NC2CCCC2)c2ccco2)cc1 (stereo not given),2,-2,-5,1,110,-2.5,0,0,-5,-25
CC(C)NC(=O)Nc1ccc2c(c1)C(=O)N([C@H](C)CO)C[C@H](C)[C@@H](CN(C)S(=O)(=O)c1ccccc1)OCCCC[C@@H](C)O2,-3,8,0,-1,98,-1.5,2,-1,1,-5
O=C(CSCc1cnn(-c2ccccc2)c1-n1cccc1)NCCN1CCOCC1,-2,8,-9,13,75,1.9,2,2,-2,8

Assay outcomes (PubChem BioAssay)

This is a subset (hit frequency here may not be typical).
